Statin myotox sup: suppression of simvastatin myotoxicity | 330,000 tested, 0.78% active | C2C12 myotubes + simvastatin, ATP luminescence, 48 h; scaled: DMSO 0, geranylgeraniol control 100 | AID 602340 | rescue of ATP level, % at 7.49 µM;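 active = mean ATP rescue above about 67%, or every replicate alone reaching that limit, limit read from the data, passing the limit was not always enough; inconclusive = no clear call, values can overlap the other calls; inactive = mean under the limit and some replicate under it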;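 note: myotubes were challenged with 10 µM simvastatin during compound exposure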
Xi reactivation: X-chromosome reactivation activator; XiGFP mouse fibroblasts, % GFP-positive cells imaging, 3 d; cells co-treated with 5-aza-dC sensitizer; scaled so ellipticine positive control = 100%; activation, % at 7.58 µM; 360,000 tested, 0.055% active; AID 743238;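 active = mean normalized replicate activation at least 10% and every replicate at or above 10%; inconclusive = only one of the two criteria met; inactive = mean below 10% and not all replicates reach 10%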;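 note: 0% = median of on-plate neutral control wells and 100% = ellipticine 6 µM median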
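Material: XiGFP fibroblasts, SV40-immortalized; Buffer or medium: DMEM containing 5-aza-dC; Compound dosing: single point; Times: 3 days compound exposure.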
ERAP1 HTS inh: blocks human ERAP1 aminopeptidase activity; inhibition, % at 10.7 µM; 340,000 tested, 0.15% active; AID 652197; recombinant ERAP1, Leu-AMC fluorescence, 60 min; Q9NZ08;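 active = mean replicate inhibition of at least 30%, or all replicates individually reaching that 30% level; inactive = mean below 30% and not every replicate reaching it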;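 note: 0% = neutral control wells and 100% = L-leucinethiol positive control wells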
Target sequence (Q9NZ08 whole entry, looked up): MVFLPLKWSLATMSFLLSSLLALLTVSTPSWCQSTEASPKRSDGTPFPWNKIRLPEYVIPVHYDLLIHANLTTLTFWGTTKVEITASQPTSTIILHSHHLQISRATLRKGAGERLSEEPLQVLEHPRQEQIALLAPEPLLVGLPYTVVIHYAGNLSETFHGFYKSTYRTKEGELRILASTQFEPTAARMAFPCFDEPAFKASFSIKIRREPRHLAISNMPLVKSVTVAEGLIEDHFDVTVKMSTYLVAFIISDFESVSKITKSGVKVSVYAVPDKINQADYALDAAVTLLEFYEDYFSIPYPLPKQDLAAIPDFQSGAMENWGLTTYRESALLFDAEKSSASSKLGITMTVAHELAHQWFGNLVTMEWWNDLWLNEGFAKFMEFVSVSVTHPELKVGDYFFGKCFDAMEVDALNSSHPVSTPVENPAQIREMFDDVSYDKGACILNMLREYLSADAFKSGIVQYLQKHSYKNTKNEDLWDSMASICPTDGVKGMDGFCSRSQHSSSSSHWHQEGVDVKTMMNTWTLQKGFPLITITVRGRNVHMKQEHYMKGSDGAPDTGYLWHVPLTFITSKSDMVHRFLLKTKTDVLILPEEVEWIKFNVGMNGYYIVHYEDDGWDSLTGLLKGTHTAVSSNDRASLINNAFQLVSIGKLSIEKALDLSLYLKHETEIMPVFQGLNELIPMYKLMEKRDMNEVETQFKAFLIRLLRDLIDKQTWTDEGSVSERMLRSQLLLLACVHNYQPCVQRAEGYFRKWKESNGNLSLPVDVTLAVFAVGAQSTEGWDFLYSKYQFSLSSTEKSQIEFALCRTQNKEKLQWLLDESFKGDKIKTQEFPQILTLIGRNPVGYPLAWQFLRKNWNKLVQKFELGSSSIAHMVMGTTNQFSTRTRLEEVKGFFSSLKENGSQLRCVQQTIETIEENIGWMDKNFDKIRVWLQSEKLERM
PGC1a acetyl inh: modulators of PGC1a acetylation; 350,000 tested, 0.17% active; inhibition, % at 15.6 µM; U2OS PGC1a acetylation, AlphaScreen anti-acetyl-lysine; with virally co-expressed GCN5 acetyltransferase;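 active = every replicate shows inhibition of at least 40%; inconclusive = mean inhibition at least 40% but some replicate below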;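 note: 0% = neutral control wells and 100% = positive control wells; some results beyond the cut were filed as inactive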
LGR2 inh: blocks bursicon-induced cAMP signaling via Drosophila LGR2 | HEK293 LGR2, CRE-luciferase, bursicon-stimulated, 4 h | inhibition, % at 9.99 µM | 380,000 tested, 0.35% active | AID 720647;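 active = drop in luminescence signal, shown as inhibition above about 50% in the replicate tests, limit read from the data, passing the limit was not always enough; inconclusive = probably only some replicates passing the limit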;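 note: agonist challenge used bursicon conditioned medium at about half maximal strength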
SIRT5 block: sirtuin-5 (human) deacylase inhibition; 330,000 tested, 1.1% active; inhibition, % at 15 µM; Q9NXA8; Purified SirT5, succinyl-peptide AMC, trypsin-coupled fluorescence; in the data active = inhibition above about 15%; inconclusive = no clear call, values can overlap the other calls
S100A4 inh HTS: inhibitors of human S100A4 binding to myosin IIA peptide; S100A4/TAMRA-MyoIIA peptide fluorescence polarization; inhibition, % at 10.7 µM; 360,000 tested, 0.14% active; AID 652163;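 active = mean inhibition of at least 70% across replicates, with every replicate also reaching that level; inconclusive = mean inhibition reaches 70% but some replicates fall short; inactive = mean inhibition below 70%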
Target sequence (P26447 whole entry, looked up): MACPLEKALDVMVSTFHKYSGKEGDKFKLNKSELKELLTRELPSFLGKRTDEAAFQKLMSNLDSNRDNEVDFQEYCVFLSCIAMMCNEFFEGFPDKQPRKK
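Material: S100A4 monomer (human). Medium: Calcium-containing HEPES buffer, pH 7.2. Probe or stimulus: labelled myosin peptide probe, 5 nM. Compound dosing: one concentration per compound. Timing: polarization read 5 min after assay mix addition, stable 5–60 min. Benchmarks: DMSO as neutral control, TFP as positive control.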
Cneo AK release: Cryptococcus neoformans lysis via adenylate kinase release | C. neoformans lysis, adenylate kinase release luminescence, 4 h; normalised: neutral wells 0, clomiphene wells 100 | lysis activity, % at 15 µM | 360,000 tested, 0.2% active;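 active = mean lysis activity across replicates of at least 80%, whatever share of replicates individually reach that level; inactive = mean lysis activity below 80%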
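Test system: log-phase Cryptococcus neoformans yeast cells; Quantity: yeast cell density of 5 × 10^6 cells/mL; Buffer or medium: YPD; Doses: single compound concentration per well; Timing: 4 h at 37 °C static, read 1 h later; Measured by: AK luminescence; Read-out basis: lysis from increased AK signal; Control set: Clomiphene as positive control.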
An asterisk follows results filed as active; ? = inconclusive; . = no result given; & = joins results of further samples. These rows are one share of the data, so the mix of outcomes need not match the whole.

SMILES	Statin myotox sup	Xi reactivation	ERAP1 HTS inh	PGC1a acetyl inh	LGR2 inh	SIRT5 block	S100A4 inh HTS	Cneo AK release
Cc1ccc(CNC(=O)c2ccc3c(=O)c(O)c(-c4ccc(C)cc4)[nH]c3c2)cc1	-176	0.3	1	15	29	.	3	-3
O=C(C[C@H]1C=C[C@@H](NC(=O)Nc2ccc(C(F)(F)F)cc2)[C@@H](CO)O1)NCCN1CCCC1	-1	-0.6	0	10	-1	3	13	1
CCn1c(/N=C/c2ccccc2O)nc2ccccc21	5	0.3	-6	14	10	-2	2	2
Cc1noc(/C=C/c2ccco2)c1S(=O)(=O)N1CCC(C(=O)NC(C)c2ccccc2)CC1 (configuration not stated)	-22	0.0	7	.	9	-1	-1	-2
CCCc1nc2c3ccccc3ccn2c1Cc1ccccc1	-6	0.2	-4	-4	-93	0	-1	4
Cc1ccc(S(=O)(=O)N(C)C[C@@H]2Oc3ncc(-c4ccccc4)cc3C(=O)N([C@@H](C)CO)C[C@H]2C)cc1	7	-0.8	0	5	-15	2	-3	-1
O=C(Nc1ccc(Cl)cn1)c1ccc(Oc2ccccc2)cc1	-10	0.0	-2	-8	-30	6	-12	-4
Cc1ccccc1NC(=O)C1CCCN1/C=C/C(=O)C(F)(F)F (configuration not stated)	.	0.7	-2	-2	11	10	1	4
Cc1ccc(S(=O)(=O)Nc2ccc3c(c2)C(=O)N([C@@H](C)CO)C[C@@H](C)[C@H](CN(C)C(=O)CCCN(C)C)OCCCC[C@H](C)O3)cc1	.	0.2	-2	7	15	-8	-11	-4
Cc1cc(N2CCCC2=O)cc(C)c1S(=O)(=O)NCCOc1ccc(C(C)(C)C)cc1	.	.	5	3	16	-6	-1	0
O=C(CSc1ccc(-c2ccccn2)nn1)N1CCc2ccccc21	.	0.0	-1	-2	-35	-1	3	.
O=c1[nH]c(-c2ccccc2)nc2sc(-c3ccccc3)cc12	.	-0.2	8	.	-54	-6	3	.
COc1cccc(-c2c(C#N)c(N)nc3c2c(C)nn3-c2ccccc2)c1O	7	0.0	0	0	1	-1	0	-1
CCCNC(=O)c1cc(C2CCCN(S(=O)(=O)c3cccs3)C2)on1 (configuration not stated)	-8	-0.1	1	-11	18	.	-1	3
COCCCNC(=O)C1CCCN(S(C)(=O)=O)C1 (configuration not stated)	.	0.0	2	.	23	-2	12	.
COc1ccc2c3c([nH]c2c1)[C@@H](CO)N(C(=O)Nc1ccc(F)cc1)CC31CN(S(=O)(=O)c2ccc(C)cc2)C1	.	0.0	2	4	17	-6	6	.
CN1CCN(C(=O)CCn2c(=S)[nH]c3ccccc3c2=O)CC1	-2	0.0	-4	-1	13	0	3	0
CN1C(=O)c2cc(NC(=O)Cc3cccs3)ccc2OC[C@@H]2O[C@@H](CC(=O)N[C@H]3CCN(Cc4ccccc4)C3)CC[C@@H]21	5	0.2	2	.	-12	-1	8	0
COc1ccc(-c2ccc3c(c2)O[C@@H](CN(C)C(C)=O)[C@H](C)CN([C@H](C)CO)S3(=O)=O)cc1	-13	-0.1	3	2	7	-10	27	0
Cn1c(-c2cccc([N+](=O)[O-])c2)cnc1NCc1cccc([N+](=O)[O-])c1	.	-0.2	-1	.	-32	3	1	.
CCOC(=O)c1ccc(NC(=O)CSc2nnc(CNC(=O)c3ccco3)o2)cc1	8	0.0	1	2	7	-4	-2	-2
CO[C@@H]1CN(C)C(=O)c2ccc(NC(=O)C3CC3)cc2OC[C@H](C)N(C(C)=O)C[C@@H]1C	7	0.2	2	-3	0	-3	2	-49
Cc1ccc(-n2nc3c(=O)n(CCCC(=O)N4CCC(C)CC4)nc(C)c3c2C)cc1	-6	0.0	-4	14	-12	-4	0	2
C[C@H](CO)N1C[C@H](C)[C@H](CN(C)S(=O)(=O)c2ccc(Cl)cc2)Oc2c(NS(C)(=O)=O)cccc2C1=O	-38	0.0	1	8	5	1	-30	1
O=C1CC(c2ccc3ccccc3c2)NN1 (configuration not stated)	17	0.0	-3	-8	-15	-3	-1	0
(list continues)
SMILES	Statin myotox sup	Xi reactivation	ERAP1 HTS inh	PGC1a acetyl inh	LGR2 inh	SIRT5 block	S100A4 inh HTS	Cneo AK release
CCOc1cc(C(=O)N2CCC(CC3CC(c4ccccc4)=NO3)(C(=O)NCc3ccc(OC)cc3)CC2)cc(OCC)c1OCC (configuration not stated)	34	0.0	-1	1	-7	.	-3	0
CCOC(=O)c1cccc(Nc2nc(C)cc(C)n2)c1	-1	.	.	2	-16	.	.	0
Cc1ccc(SC(CC(=O)c2ccc(C(C)(C)C)cc2)C(=O)O)cc1 (configuration not stated)	.	0.0	1	4	33	-2	-27	.
O=C1CN(S(=O)(=O)c2cccc(Cl)c2Cl)c2ccccc2N1	53	0.0	-2	-12	-13	3	-4	0
COc1cccc(-c2ccc(C3[C@@H]4CN(C(=O)c5cnccn5)C[C@H]3N4)cc2)c1 (some centres not stated)	.	0.2&0.0	5&4	1&-5	-6&11	1&0	21&13	.
CCCC(=O)Nc1sc(C)c(-c2ccc(C(C)CC)cc2)c1C#N (configuration not stated)	-14	.	4	0	1	0	-3	4
Cc1cccc(C)c1NC(=O)CN1CCN(c2ccc(F)cc2)CC1	9	0.8	0	2	-1	-7	6	-6
Cc1cccc(CC(=O)NCCN2CCCCC2)c1	4	0.2	0	.	0	1	-14	-1
Cc1ccc(S(=O)(=O)Nc2ccccc2F)cc1C(=O)NNC(=O)c1ccccc1O	30	0.0	0	4	-11	0	-2	2
C[C@@H]1CN([C@H](C)CO)C(=O)c2cc(NC(=O)c3ccccc3)ccc2O[C@@H](C)CCCCO[C@H]1CN(C)S(=O)(=O)c1ccc(Cl)cc1	.	0.1	1	-13	-2	-2	-22	3
O=C(NCc1ccncc1)[C@@H]1CCCN1C(=O)[C@H]1CCCN1C(=O)c1ccccc1	.	0.2	.	.	0	-4	-3	.
O=C1c2c(-c3ccc(Br)cc3)noc2CCN1Cc1cn(-c2ccc(Cl)cc2)nn1	.	0.0	2	.	-11	-1	2	.
COc1ccc(-n2c(=O)c3c4c(sc3n3c(=S)[nH]nc23)CCCC4)cc1	.	0.0	7	.	22	-4	4	.
Cc1cc(Cl)c2oc(C(=O)N(C)C(C)c3ccccn3)c(C)c2c1 (configuration not stated)	-20	0.3	-2	-3	-21	-1	1	2
COc1ccc(C(=O)N(C)C2CCCCC2)cc1OC1CCN(C(C)C)CC1	-2	0.0	2	.	5	-2	8	1
OC(COc1ccc(Br)cc1)Cn1ccnc1 (configuration not stated)	7	0.0	2	.	5	-2	-9	.
CCOc1ccc(NC(=O)CSc2ccc3nnc(-c4cccnc4)n3n2)cc1	.	-0.1	1	.	-10	-1	0	-3
CNC[C@H]1Oc2ccc(NS(=O)(=O)c3cccs3)cc2C(=O)N([C@@H](C)CO)C[C@H]1C	-62	0.7	1	4	27	7	-13	-15
NC(=O)CSC1=Nc2ccccc2C2=NC(c3ccccc3)C(=O)N12 (configuration not stated)	.	0.4	-2	.	-13	-2	3	.
Cc1ccc(CSc2ccc(C(=O)N3CCOCC3)cc2[N+](=O)[O-])cc1	.	0.0	-1	.	31	.	2	.
CNC[C@H]1Oc2c(NS(=O)(=O)c3ccc(C)cc3)cccc2C(=O)N([C@@H](C)CO)C[C@@H]1C	6	0.3	2	-6	3	-8	-5	1
CCOC(=O)C1=C(c2ccccc2)N=c2s/c(=C\c3cc(OC)c(OC)c(OC)c3)c(=O)n2C1c1cccs1 (configuration not stated)	7	.	.	-7	19	.	.	-4
Cc1c(C(=O)NC(C)c2ccc(-n3ccnc3)cc2)cccc1[N+](=O)[O-] (configuration not stated)	-2	-0.1	-3	.	3	-1	1	1
CCSc1nc2cc(S(=O)(=O)N3CCOCC3)ccc2o1	-6	-0.2	1	12	7	1	3	-1
COc1cccc(S(=O)(=O)N2C[C@H](O)COC[C@H]3O[C@@H](CC(=O)Nc4ccccc4)CC[C@@H]32)c1	-32	0.0	-1	5	-8	-4	-3	5
Remaining list, next part.
SMILES	Statin myotox sup	Xi reactivation	ERAP1 HTS inh	PGC1a acetyl inh	LGR2 inh	SIRT5 block	S100A4 inh HTS	Cneo AK release
Cc1cccc2c3nc4ccccc4nc3n(C)c12	9	0.0	-1	-8	-85	-12	0	-1
CO[C@@H]1CN(C)C(=O)c2cc(NC(=O)Nc3ccccc3F)ccc2OC[C@@H](C)N(Cc2ccccc2C(=O)O)C[C@@H]1C	-11	0.6	2	-2	4	.	-40	1
CC1CCCN(C(=O)CN2C(=O)c3ccccc3S2(=O)=O)C1 (configuration not stated)	8	0.2	0	0	-67	-2	-1	0
Cc1cc2nc(/C(C#N)=C\c3ccc(-c4ccccc4C(=O)O)o3)[nH]c2cc1C	7	0.3	-2	8	6	1	4	-2
CNC[C@@H]1Oc2cc(-c3ccc(OC)cc3)ccc2S(=O)(=O)N([C@H](C)CO)C[C@H]1C	5	-1.3	0	39	-15	-6	-7	4
C[C@H]1CN([C@@H](C)CO)C(=O)c2cc(NS(=O)(=O)c3ccc(F)cc3)ccc2O[C@@H]1CN(C)C(=O)Nc1ccc2c(c1)OCO2	12	-1.1	0	9	10	-8	6	0
Cc1noc(C)c1NC(=O)Nc1ccc2c(c1)C(=O)N([C@H](C)CO)C[C@H](C)[C@@H](CN(C)C(=O)Nc1c(C)noc1C)OCCCC[C@H](C)O2	.	0.0	-4	1	-7	1	-3	3
CC(=O)Nc1cc(-c2ccccc2N(C)C)cn2c(-c3ccccc3)cnc12	-11	0.3	-1	.	1	-1	7	21
C/C=C/c1ccc2c(c1)O[C@@H](CN(C)C(=O)c1ccncc1)[C@@H](C)CN([C@@H](C)CO)S2(=O)=O	-1	1.3	6	13	-7	2	-1	58
CNC[C@@H]1Oc2c(NS(=O)(=O)c3ccc(F)cc3)cccc2C(=O)N([C@H](C)CO)C[C@H]1C	50	0.4	.	-2	15	3	?	8
C[C@H](CO)N1C[C@H](C)[C@@H](CN(C)C(=O)Nc2ccc(-c3ccccc3)cc2)OCc2ccccc2-c2ccccc2C1=O	.	0.0	1	4	22	3	11	.
CC(NC(=O)CN(c1ccc(F)cc1)S(C)(=O)=O)c1ccccc1 (configuration not stated)	1	0.0	-1	-6	-10	-2	-1	-2

Screens: PubChem, Broad Institute
